From PubChem
CF NFkB inh – inhibitors of PAF-induced NF-kB signaling, primary screen, cell-based, GFP fluorescence, uHTS | inhibition, % at 5 µM | actives 0.86% (n = 360,000) | KKLEB NF-kB-GFP reporter, GFP fluorescence overnight;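 active = at least 50% inhibition at 5 µM, scaled per plate between neutral and stimulator controls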;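 also: PAF is a Pseudomonas aeruginosa culture filtrate used as stimulus; plate controls were PAF-stimulated DMSO wells for no effect and unstimulated DMSO wells for full effect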
SRC2 inh – inhibition of GAL4-SRC2 driven luciferase reporter, primary screen, SRC2 inhibitor project, cell-based, luminescence. Nuclear receptor coactivator 2 (Homo sapiens), Q15596. HEK293 GAL4-SRC2 luciferase reporter. inhibition, % at 9 µM. actives 0.17% (n = 370,000);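 active = inhibition above the mean inhibition of all tested compounds plus 3 SD, set per campaign, cut at about 52% in these data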;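 also: 0% = DMSO treated cells and 100% = cells given Gossypol at 36 µM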
Target sequence (Q15596 whole entry, looked up, the tested form may be a part): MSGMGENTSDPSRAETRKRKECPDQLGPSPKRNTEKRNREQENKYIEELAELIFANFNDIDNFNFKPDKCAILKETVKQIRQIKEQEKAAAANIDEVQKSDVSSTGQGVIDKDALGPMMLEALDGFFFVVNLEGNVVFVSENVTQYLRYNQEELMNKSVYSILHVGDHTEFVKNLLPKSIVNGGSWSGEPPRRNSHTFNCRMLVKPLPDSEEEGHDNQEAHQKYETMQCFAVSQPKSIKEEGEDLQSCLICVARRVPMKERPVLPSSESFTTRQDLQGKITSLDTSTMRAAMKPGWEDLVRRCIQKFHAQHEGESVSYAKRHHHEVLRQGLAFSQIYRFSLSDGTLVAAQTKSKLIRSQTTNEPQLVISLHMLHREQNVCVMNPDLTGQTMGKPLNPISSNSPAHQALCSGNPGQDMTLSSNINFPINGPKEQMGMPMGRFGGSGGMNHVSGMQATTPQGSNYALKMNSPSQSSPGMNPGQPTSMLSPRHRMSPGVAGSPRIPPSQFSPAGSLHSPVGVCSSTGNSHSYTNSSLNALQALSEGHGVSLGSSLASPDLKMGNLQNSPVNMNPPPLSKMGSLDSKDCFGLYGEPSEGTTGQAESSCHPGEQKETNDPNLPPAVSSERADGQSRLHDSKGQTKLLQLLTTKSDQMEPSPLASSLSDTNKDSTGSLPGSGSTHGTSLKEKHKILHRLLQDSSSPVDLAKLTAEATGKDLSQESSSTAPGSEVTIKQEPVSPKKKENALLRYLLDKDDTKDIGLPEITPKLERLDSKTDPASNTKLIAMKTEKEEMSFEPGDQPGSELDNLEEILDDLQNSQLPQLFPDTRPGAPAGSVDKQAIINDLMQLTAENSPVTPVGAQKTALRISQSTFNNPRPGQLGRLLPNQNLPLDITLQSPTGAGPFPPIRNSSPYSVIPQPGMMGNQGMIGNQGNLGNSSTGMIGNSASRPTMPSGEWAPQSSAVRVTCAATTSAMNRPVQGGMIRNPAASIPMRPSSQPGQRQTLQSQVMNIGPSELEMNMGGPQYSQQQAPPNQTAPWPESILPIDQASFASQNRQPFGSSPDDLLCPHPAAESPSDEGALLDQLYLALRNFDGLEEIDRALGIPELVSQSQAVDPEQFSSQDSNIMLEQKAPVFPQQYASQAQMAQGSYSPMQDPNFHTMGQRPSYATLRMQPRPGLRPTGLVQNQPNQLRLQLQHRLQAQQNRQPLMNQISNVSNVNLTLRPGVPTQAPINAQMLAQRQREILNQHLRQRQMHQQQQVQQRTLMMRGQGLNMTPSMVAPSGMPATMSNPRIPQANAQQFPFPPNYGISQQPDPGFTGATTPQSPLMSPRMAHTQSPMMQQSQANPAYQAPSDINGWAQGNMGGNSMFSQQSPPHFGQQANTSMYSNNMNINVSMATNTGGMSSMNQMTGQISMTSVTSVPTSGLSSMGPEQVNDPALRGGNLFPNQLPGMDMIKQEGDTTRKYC
TROY signal inh – inhibitors of TROY-driven NF-kB signaling, primary screen, Q293 LMP1-TROYcd cells, NF-kB luciferase, uHTS; Q293 LMP1-TROYcd NF-kB luciferase reporter, 4 h; inhibition, % at 10 µM; actives 0.98% (n = 360,000);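 active = compounds whose plate-normalised and pattern-corrected inhibition of the luciferase reporter signal at the single screening dose is 50% or more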
KKLEB tox – cytotoxicity in KKLEB CF airway cells, primary screen, cytotoxicity control for CF NF-kB inhibitor project, cell-based, uHTS, fluorescence assay plates. actives 0.36% (n = 360,000). activity change (cytotoxicity), % at 5 µM. AID 602141, 2011. KKLEB CF airway cells viability, ATPlite luminescence, overnight; stronger effect = lower value; cells stimulated with P. aeruginosa culture filtrate;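 active = corrected activity change at or below -50% at 5 µM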
EBV LMP1 NFkB – EBV LMP1-driven NF-kappaB luciferase reporter inhibitors, primary screen, cell-based, luminescence, single point; LMP1-induced NF-kappaB luciferase reporter cells; inhibition, % at 12.5 µM; AID 504558, 2011; actives 0.69% (n = 350,000); in the data active = inhibition above about 41%;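 also: 0% = neutral control wells and 100% = reference inhibitor control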
NCOA3 inh – SRC3 coactivator transcriptional activity inhibitors, primary screen, cell-based, luminescence; Nuclear receptor coactivator 3 (Homo sapiens), Q9Y6Q9; HEK293 GAL4-SRC3 luciferase reporter; inhibition, % at 3.6 µM; actives 0.17% (n = 360,000); AID 588352, 2011;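 active = inhibition above a per-campaign cutoff, the mean of all compounds plus 3 SD, cut at about 60% in these data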;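 also: 0% = DMSO-treated cells and 100% = gossypol-treated cells at 36 µM; higher means less SRC3-driven luciferase light from the GAL4 reporter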
LRH-1 inv ag – LRH-1 (NR5A2) inverse agonists, primary screen, cell-based, luminescence, HEK293T, StAR-luciferase reporter. actives 0.13% (n = 360,000). Nuclear receptor subfamily 5 group A member 2 (Homo sapiens), O00482. LRH-1 transfected, 24 h. AID 602396, 2012. inhibition, % at 3.6 µM;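 active = inhibition above the mean inhibition of all tested compounds plus 3 SD, cut at about 73% in these data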;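 also: 0% = DMSO wells and 100% = reporter-only cells lacking LRH-1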
COUP-TFII inh – NR2F2 transcriptional activity inhibitors, primary screen, cell-based, luciferase reporter, HEK293T, luminescence; COUP transcription factor 2 (Homo sapiens), P24468; HEK293T NGFI-A luciferase reporter; inhibition, % at 8.6 µM; actives 0.7% (n = 370,000); AID 686940, 2013;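 active = inhibition above a per-plate cutoff, mean inhibition of test wells between control levels plus 3 SD, cut at about 38% in these data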;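 also: cells cotransfected with COUP-TFII expression vector driving the NGFI-A reporter; 0% = median of COUP-TF2 test wells and 100% = reporter-only cells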
NCOA1 inh – SRC1 coactivator transcriptional activity inhibitors, primary screen, cell-based, luminescence; HEK293 GAL4-SRC1 luciferase reporter; inhibition, % at 3.6 µM; actives 0.12% (n = 360,000);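 active = inhibition above the campaign mean plus 3 SD, with each screening campaign given its own cutoff, cut at about 60% in these data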;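 also: 0% = DMSO treated cells and 100% = gossypol at 36 µM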
TRAIL sens C8 – viability loss with TRAIL in NB7+C8 cells, primary screen, TRAIL sensitizer project, cell-based, ATPlite luminescence. inhibition (viability loss, TRAIL sensitization), % at 10 µM. AID 624354, 2012. actives 1% (n = 360,000);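 active = compounds causing at least 50% loss of cell viability in the single-dose screen, relative to plate controls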
TWEAK-Fn14 inh – inhibitors of TWEAK-Fn14 signaling, primary screen, luciferase reporter cells, uHTS; inhibition, % at 10 µM; TWEAK-stimulated Fn14 reporter cells, luciferase luminescence, 8 h; actives 2% (n = 360,000); AID 1159606, 2016; in the data active = inhibition above about 50%
* marks the source's active call; other numbers are inactive results; nt = not tested or not shown.

Each structure is followed by: CF NFkB inh | SRC2 inh | TROY signal inh | KKLEB tox | EBV LMP1 NFkB | NCOA3 inh | LRH-1 inv ag | COUP-TFII inh | NCOA1 inh | TRAIL sens C8 | TWEAK-Fn14 inh
- COc1cc(C2C3=C(COC3=O)Oc3cc4c(cc32)OCO4)ccc1OC(C)=O (stereo unspecified)
 : 17 | -5 | 10 | 10 | -2 | -1 | -2 | -7 | -17 | 16 | -6
- COc1cc(OC)cc(C(=O)Nc2cccc3nc(C)ccc23)c1
 : -3 | -9 | -2 | -5 | 0 | 2 | 13 | 7 | -4 | -30 | 5
- CCn1cc(S(=O)(=O)Nc2cc(C(=O)OC)ccc2C)cn1
 : -15 | -11 | 12 | -2 | -6 | -1 | -2 | 11 | 3 | 4 | 2
- O=c1c2ccc(Cl)cc2nc(-c2cccc(C(F)(F)F)c2)n1O
 : 7 | 3 | 30 | -5 | 17 | 15 | 53 | 15 | 18 | -3 | 0
- O=C(N/N=C/c1cccc(OCc2ccccc2)c1)c1cccs1
 : -29 | -60 | -34 | -7 | -26 | -67 | -46 | -36 | -70 | -6 | 13
- S=C(NCCc1ccccc1)NCc1cccc(Cl)c1
 : 19 | nt | -30 | 16 | 0 | -12 | -21 | nt | -11 | -8 | 4
- Cc1ccc(S(=O)(=O)NC(=O)C2(C)CCN2C(=O)CC2CCCC2)cc1 (stereo unspecified)
 : -5 | 19 | 15 | 7 | nt | -6 | -1 | -3 | -6 | -4 | 0
- CCCCCCCCC(=O)NNC(=O)c1c(O)c2ccccc2n(CC)c1=O
 : 36 | 7 | 35 | -20 | -5 | 8 | 11 | -10 | 5 | -6 | -21
- CCN(CC)CCCNC(=O)c1nn(-c2ccccc2OC)c(=O)c2ccccc12
 : 1 | -20 | 2 | 6 | 0 | -2 | -4 | 5 | 4 | 1 | -10
- COC(=O)NC(NC(=S)Nc1ccccc1OC)C(Cl)(Cl)Cl (stereo unspecified)
 : 9 | -5 | 1 | 10 | -27 | 13 | -2 | -49 | -5 | -6 | -18
- O=C(NCCc1ccccc1)c1ccccc1NC(=O)C1CC=CCC1C(=O)O (stereo unspecified)
 : -12 | -45 | 5 | 2 | -19 | -100 | -138 | -30 | -61 | -1 | -3
- COC(=O)c1ccccc1NC(=O)CN1CCC(NC(=O)c2ccc(C)cc2)CC1
 : 5 | -11 | 5 | 9 | -3 | 8 | -3 | 14 | -26 | 4 | -33
- COc1ccc2cc(Br)ccc2c1CC(=O)N(C)C
 : -24 | 0 | -22 | 4 | 1 | 25 | -11 | -8 | 1 | -2 | -20
- COCCN(C(=O)c1ccc(NC2CC2)c([N+](=O)[O-])c1)c1c(N)n(CC(C)C)c(=O)[nH]c1=O
 : -18 | -4 | 6 | 7 | 1 | 1 | 5 | -6 | 0 | -12 | 10
- CC(=O)Nc1ccc(S(=O)(=O)n2nc(C)cc2C)cc1
 : -2 | -4 | -14 | 7 | 1 | -8 | -1 | -7 | -7 | -3 | -18
- Nc1ccc2c(S(=O)(=O)O)cccc2c1S(=O)(=O)O
 : 20 | -30 | -2 | -6 | 0 | -10 | -17 | 17 | -3 | 8 | -2
- O=C(NCc1ccco1)c1cc(-c2ccc3c(c2)OCO3)on1
 : -6 | -21 | -42 | -6 | -28 | -49 | -46 | -31 | -97 | 31 | -57
- Cc1ccc(NC(=O)Cn2cnc3cc([N+](=O)[O-])ccc3c2=O)c(Cl)c1
 : -14 | -3 | -9 | -8 | -4 | -7 | 7 | 2 | 9 | -10 | -10
- COc1ccc(OC)c(CN2CCC(C(=O)N3CCN(c4ccccc4F)CC3)CC2)c1
 : 3 | 21 | -4 | -3 | 6 | -17 | -13 | 16 | 7 | 0 | -6
- CCSc1ccc([C@@H]2[C@@H]3C(=O)N(C)C(=O)[C@@H]3[C@]3(C(=O)OC)CCCCN23)cc1
 : 15 | 9 | -6 | 13 | 4 | 6 | 13 | 0 | 16 | 0 | -8
- COc1ccccc1C(=O)COC(=O)C1CCN(S(=O)(=O)c2ccccc2)CC1
 : -2 | 9 | -6 | -2 | 11 | -3 | 17 | -1 | -22 | 19 | -30
- CN(CCc1ccccn1)C(=S)Nc1cccc(S(=O)(=O)N(C)C)c1
 : 6 | 11 | -6 | 4 | -4 | -6 | 5 | 7 | 1 | 2 | 8
- Cc1ccccc1-c1ncc(CN2CCN(C3CCCCC3)C(CCO)C2)cn1 (stereo unspecified)
 : 9 | -8 | -8 | 2 | -4 | 6 | -11 | 6 | -32 | -8 | -7
- O=C(CSc1nnnn1-c1ccccc1)NCC1(N2CCOCC2)CCCCC1
 : 8 | -19 | -9 | -1 | -2 | 31 | 9 | 5 | 2 | -2 | 9
- CCOc1ccc(N=C2NC(=O)C(CC(=O)O)S2)cc1 (stereo unspecified)
 : -5 | -24 | nt | 11 | -3 | -7 | -10 | -17 | -1 | 2 | 33
- Clc1ccc(CSc2nnc(-c3cccnc3)o2)cc1
 : -10 | 0 | -10 | 8 | -5 | -5 | 26 | -11 | -3 | 11 | -8
- Cc1n(Cc2ccccc2)c2cc([N+](=O)[O-])ccc2[n+]1Cc1ccccc1
 : -12 | 5 | -7 | 2 | 12 | -2 | -2 | 18 | 6 | 8 | 5
- C=Cn1cc[n+](CC(=O)c2cc(C(C)(C)C)c(O)c(C(C)(C)C)c2)c1
 : -14 | 8 | 1 | 5 | 1 | 10 | 11 | -5 | -2 | 9 | -1
- COc1cc(C(=S)N2CCOCC2)cc(OC)c1OC(=O)c1cccc(C)c1
 : 7 | -9 | 14 | 0 | -2 | 7 | -8 | 1 | -4 | -8 | -2
- COCCSc1ccccc1C(=O)N1CCN(c2ccccc2OC)CC1
 : -1 | -33 | 8 | 11 | -5 | 4 | 6 | 11 | -6 | -12 | -3

Ordered by formula weight (smallest number first): part of the list above.
Each structure is followed by: CF NFkB inh | SRC2 inh | TROY signal inh | KKLEB tox | EBV LMP1 NFkB | NCOA3 inh | LRH-1 inv ag | COUP-TFII inh | NCOA1 inh | TRAIL sens C8 | TWEAK-Fn14 inh
- CC(=O)Nc1ccc(S(=O)(=O)n2nc(C)cc2C)cc1
 : -2 | -4 | -14 | 7 | 1 | -8 | -1 | -7 | -7 | -3 | -18
- C=Cn1cc[n+](CC(=O)c2cc(C(C)(C)C)c(O)c(C(C)(C)C)c2)c1
 : -14 | 8 | 1 | 5 | 1 | 10 | 11 | -5 | -2 | 9 | -1
- COCCSc1ccccc1C(=O)N1CCN(c2ccccc2OC)CC1
 : -1 | -33 | 8 | 11 | -5 | 4 | 6 | 11 | -6 | -12 | -3
- CCN(CC)CCCNC(=O)c1nn(-c2ccccc2OC)c(=O)c2ccccc12
 : 1 | -20 | 2 | 6 | 0 | -2 | -4 | 5 | 4 | 1 | -10
- O=C(CSc1nnnn1-c1ccccc1)NCC1(N2CCOCC2)CCCCC1
 : 8 | -19 | -9 | -1 | -2 | 31 | 9 | 5 | 2 | -2 | 9

(more compounds)
| compound | CF NFkB inh | SRC2 inh | TROY signal inh | KKLEB tox | EBV LMP1 NFkB | NCOA3 inh | LRH-1 inv ag | COUP-TFII inh | NCOA1 inh | TRAIL sens C8 | TWEAK-Fn14 inh |
| --- | --- | --- | --- | --- | --- | --- | --- | --- | --- | --- | --- |
| O=C(c1ccc(Cl)c(S(=O)(=O)N2CCOCC2)c1)N1CCCCC1 | -29 | -12 | -1 | 30 | -3 | -7 | 2 | -20 | -32 | 1 | -16 |
| C/C(=N\NC(=O)COc1ccc(C)cc1[N+](=O)[O-])c1ccc2c(c1)OCCO2 | -25 | -33 | 2 | 5 | 4 | 7 | 2 | -13 | -66 | -3 | -26 |
| Cc1cc(O)c(C(=O)/C=C/c2c(F)c(F)c(F)c(F)c2F)c(=O)o1 | -24 | -45 | -4 | 3 | 7 | -3 | 6 | 2 | -5 | -6 | 25 |
| Cc1sc2nc(-c3ccco3)oc(=O)c2c1C | -10 | -15 | -29 | 8 | 6 | 5 | 6 | -4 | -16 | -2 | -7 |
| CCOC(=O)N1CCN(C(=O)C2CCN(CC3CCCCC3)CC2)CC1 | -4 | -8 | -5 | 6 | -2 | -3 | -14 | -1 | 0 | 20 | -6 |
| S=C(NCCCc1ccccc1)Nc1ccc(Br)cc1 | 19 | -8 | 36 | -1 | 7 | 12 | 2 | -3 | 5 | -2 | -17 |
| Cc1ccc(C23CC4CC(CC(C(=O)N(C)C)(C4)C2)C3)cc1 | 8 | -4 | -7 | -2 | 16 | -8 | -8 | 15 | -8 | -22 | 4 |
| Cc1[nH]c(SCC(=O)c2c(N)n(C)c(=O)n(C)c2=O)nc1Cc1ccccc1 | 17 | -34 | 2 | 0 | -3 | -14 | 1 | -2 | -2 | -5 | 12 |
| O=C(C1CCC(=O)N(C2CC2)C1)N1CCN(c2ccccc2Cl)CC1 (stereo unspecified) | 3 | -24 | -6 | 4 | 3 | 2 | -15 | -14 | -21 | -6 | -8 |
| NNC(=O)C1=NOC(CNc2ncc(C(F)(F)F)cc2Cl)C1 (stereo unspecified) | 3 | -7 | -1 | -3 | -22 | 12 | 7 | 9 | -8 | 7 | -9 |
| Cc1ccc(Nc2nc(-c3ccc(F)cc3)cs2)nc1 | -12 | -27 | -43 | 4 | -66 | -74 | -117 | -47 | -160 | 15 | -20 |
| O=C(Nc1ccc2ccccc2c1)c1ccc(Cl)cc1Cl | -30 | -19 | 9 | -21 | -47 | -108 | -136 | -23 | -99 | 61* | 24 |
| Cc1ccc2nc(NC(=O)CN3C(=O)C4CC=CCC4C3=O)sc2c1 (stereo unspecified) | 17 | 22 | -87 | -8 | -8 | 1 | -15 | -13 | 3 | 3 | -9 |
| CCn1c(-c2ccccc2)c(C(=O)O)c2ccccc21 | 1 | -27 | 20 | 4 | 0 | -11 | -8 | 16 | 6 | -10 | 0 |
| Nc1cc(OC(=O)c2cccs2)nn1S(=O)(=O)c1ccc(F)cc1 | 7 | -14 | 3 | 8 | 3 | 4 | 7 | -5 | 2 | 7 | 6 |
| CCOC(=O)C1(Cc2cccc(OC)c2)CCCN(Cc2nccn2CC)C1 (stereo unspecified) | 9 | 1 | 4 | -4 | 10 | 9 | 12 | 0 | 21 | -4 | 2 |
| CC(=O)Nc1ccc(NC(=O)CC2SC(=O)N(CC(=O)c3ccccc3)C2=O)cc1 (stereo unspecified) | 33 | -25 | -17 | -4 | -14 | 15 | -9 | 2 | 8 | -9 | 6 |
| CC(C)CN(C(=O)COC(=O)Cc1c[nH]c2ccccc12)C1CCS(=O)(=O)C1 (stereo unspecified) | 9 | -23 | -10 | -4 | 18 | -5 | 17 | 3 | -3 | -22 | 4 |
| COc1ccc(NC(=O)C2CCN(c3ncnc4c3nc3n4CCCCC3)CC2)c(OC)c1 | 18 | -12 | 10 | -23 | 9 | 14 | 4 | 11 | -2 | 12 | -4 |
